ST2 inh – IL1RL1 inhibition. AlphaLISA ST2-Fc/biotin-IL-33 interaction, 1 h. inhibition, % for hits at 17 µM. hit rate 2.3% among 78,000. AID 1259354; in the data active means inhibition above about 30%; inconclusive means mostly about 10% to 28%
Target sequence (Q01638 whole entry, looked up): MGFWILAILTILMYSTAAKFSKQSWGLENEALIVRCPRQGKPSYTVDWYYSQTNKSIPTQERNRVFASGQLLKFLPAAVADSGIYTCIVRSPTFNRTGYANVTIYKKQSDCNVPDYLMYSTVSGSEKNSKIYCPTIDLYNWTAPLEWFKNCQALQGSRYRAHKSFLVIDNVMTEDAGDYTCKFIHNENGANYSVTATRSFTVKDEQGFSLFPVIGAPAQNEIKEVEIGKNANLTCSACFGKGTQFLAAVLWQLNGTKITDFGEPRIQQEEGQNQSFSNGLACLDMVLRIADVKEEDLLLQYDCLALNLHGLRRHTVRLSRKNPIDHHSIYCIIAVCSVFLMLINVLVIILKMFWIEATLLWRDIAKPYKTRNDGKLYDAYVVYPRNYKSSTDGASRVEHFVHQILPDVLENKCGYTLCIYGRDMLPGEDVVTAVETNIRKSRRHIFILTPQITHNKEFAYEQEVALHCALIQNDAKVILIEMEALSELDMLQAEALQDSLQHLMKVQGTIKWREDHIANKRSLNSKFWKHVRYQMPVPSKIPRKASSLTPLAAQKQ
Calls only; i = inactive; ? = inconclusive.

SMILES	ST2 inh
COc1ccc(N2C(=O)C3C4CC(C(Br)C4Br)C3C2=O)cc1 (stereo unspecified)	i
O=C(Nc1ccccc1Cl)C(c1ccccc1)c1ccccc1	?
Cc1ccc(S(=O)(=O)CC(C)N2CCOCC2)c(S(=O)(=O)CC(C)N2CCOCC2)c1 (stereo unspecified)	i
CCCC(=O)NCCc1nc2ccccc2n1CC	i
Cc1nnc2c(N3CCC(C)CC3)nc3ccccc3n12	i
CSc1ccccc1NC(=O)CC1Sc2ccccc2NC1=O (stereo unspecified)	i
O=C(C1CC1)N1CCc2cc(S(=O)(=O)N(CCO)Cc3ccccc3)ccc21	?
CC1CC(=O)NN=C1c1ccc(Cl)cc1 (stereo unspecified)	?
Cc1cc(Cl)ccc1OC(C)C(=O)NCc1cccnc1-n1ccnc1 (stereo unspecified)	i
CCOc1ccc(C2C(C(=O)OC(C)C)=C(C)N=C3SCCC(=O)N32)cc1OC (stereo unspecified)	i
COc1ccc(C2CC(=O)N3CN(c4ccc(Br)cc4)CSC3=C2C#N)cc1 (stereo unspecified)	i
Cc1ccc(Oc2ncccc2CNc2nc(C(F)(F)F)nc(C)c2C)cn1	i
O=C(NCC1OCCc2ccccc21)c1cnn2c1CCCC2 (stereo unspecified)	?
Cc1ccc(CN2C(=O)CCC2C(=O)NCCN2CCCC2)cc1 (stereo unspecified)	i
Cc1ccc([N+](=O)[O-])cc1S(=O)(=O)NCCOc1ccccc1	i
O=C(O)[C@@H]1CCCN1C(=O)CC12CC3CC(CC(C3)C1)C2	i
CCOC(=O)C1=C(C)NC2=C(C(=O)CCC2)C1c1cc(Br)c(CC)s1 (stereo unspecified)	i
CCOc1ccccc1CN1CCN(Cc2nccn2CC)CC1CCO (stereo unspecified)	i
Cc1ccc2nc(NC(=O)CSc3nc4c(c(=O)n3-c3ccccc3)SCC4)sc2c1	?
CCN(CC)Cc1cc(C(=O)N2CC[C@H](CO)[C@H](O)C2)c(C)o1	i
Cc1ccnc(N=Cc2nc(-c3ccc(Cl)cc3)oc2O)c1	?
COc1cc(C)[n+](OC(=O)N(c2ccccc2)c2ccccc2)c(C)c1	i
Cc1cc2n(n1)CCN(Cc1cc3n(n1)CCCNC3)C2	i
Cc1cccc(-c2noc([C@@H]3C[C@@H](O)CN3Cc3ccc(F)cc3)n2)c1	i
COc1cc(NC(=O)c2ccc(C(C)(C)C)cc2)c(OC)cc1NC(=O)c1ccccc1	i

Structural class, those above with fluorine (2)
SMILES	ST2 inh
Cc1ccc(Oc2ncccc2CNc2nc(C(F)(F)F)nc(C)c2C)cn1	i
Cc1cccc(-c2noc([C@@H]3C[C@@H](O)CN3Cc3ccc(F)cc3)n2)c1	i

(more compounds)
SMILES	ST2 inh
O=C(NCc1ccc2c(c1)OCO2)Nc1ccc2nc(-c3ccccn3)c(-c3ccccn3)nc2c1	i
CC[C@H]1CN(C(=O)c2ccc(F)cc2)CC[C@H]1CC(=O)NCc1ccccc1OC	i
O=C(CC1CNCCO1)N1CCC(c2cc(-c3ccccc3Cl)n[nH]2)CC1 (stereo unspecified)	i
COc1ccc(NS(=O)(=O)c2ccc(N=Cc3cc(Br)ccc3O)cc2)nn1	i
O=C(Nc1ccc(-c2noc(-c3ccc(F)cc3)n2)cc1)c1ccco1	i
COc1ccccc1N1CCN(CCN(C(=O)c2ccc(F)cc2)c2ccccn2)CC1	?
CCN(Cc1ccccc1)C(=O)c1cccn2c(=O)c3c4c(sc3nc12)CCCC4	i
CNc1cc(-c2cnc(-n3cnnc3)c(C)c2)c2cc[nH]c2n1	?
CCSCCOC(=O)C1=C(C)NC(=O)NC1c1cccc(O)c1 (stereo unspecified)	i
N#CC1=C(N)OC2=C(C(=O)CC(c3ccccc3)C2)C1c1cccc(F)c1 (stereo unspecified)	i
COc1ccc(-c2ccnc(N[C@H]3CO[C@H]4[C@@H]3OC[C@@H]4NS(=O)(=O)c3ccc(NC(C)=O)cc3)n2)cc1	?
O=C1CCCC2=C1C(c1ccc(Cl)cc1)C1=C(N2)c2ccccc2C1=O (stereo unspecified)	i
CC1CC(C)CN(CCCNC(=O)c2ccc3c(c2)NC(=O)C(N2CCCCC2)S3)C1 (stereo unspecified)	i
O=C1NCCC[C@@H]1NC(=O)[C@H]1CN(C(=O)[C@@H]2CSCN2)CCN1S(=O)(=O)c1ccc(F)cc1	i
NC(=O)NCc1cn(C2CCN(C/C=C/c3ccc(F)cc3)CC2)nn1	i
CC(=O)N(C)C1CCN(C(=O)c2ccc(NCc3sccc3C)cc2)C1 (stereo unspecified)	i
COc1ccccc1CN(Cc1cccnc1)C(=O)c1sc(C)nc1C	i
CCCCSc1nnc2c(n1)OC(c1cccnc1)N(C(C)=O)c1ccccc1-2 (stereo unspecified)	i
CNC(=O)c1ccc(C)c([N+](=O)[O-])c1	i
CCN(CC)CC(=O)N1CCCc2c1c(=O)oc1ccc(OCc3ccccc3)cc21	?
Cc1ccc(NC(=O)Cc2ccc(F)cc2F)cc1	i
CC1=C(C(=O)Nc2ccc(C)cn2)C(c2ccc(N(C)C)cc2)C2=C(CC(C)(C)CC2=O)N1 (stereo unspecified)	?
CNCC(O)COc1ccc(C)cc1C (stereo unspecified)	i
CN(C)c1ccc(C=NS(=O)(=O)c2cccs2)cc1	i
CCOc1ccccc1N1CCN(Cc2ccccc2[N+](=O)[O-])CC1	?

Further results follow.
SMILES	ST2 inh
CN(CCc1ccccn1)c1ncccc1CNC(=O)c1cnn2ccccc12	i
O=C(CN1C(=O)CCc2cc(S(=O)(=O)N3CCCC3)ccc21)Nc1ccccn1	i
COC(=O)c1ccccc1N1C(=O)[C@@H]2[C@H](C1=O)[C@H]1C=C[C@@H]2C12CC2	i
O=C(NCc1ccncc1)c1cccs1	i
Cc1cc2nc(-c3ccc(N)cc3)oc2cc1C	i
CCC(=O)Nc1ccc(C(=O)c2ccccc2)cc1	i
CC(C)Oc1ccc(C2CC(=O)NNC2=O)cc1 (stereo unspecified)	i
COC(=O)[C@H](NC(=O)C1=C[C@@H](NC(=O)c2ccc(SC)cc2OC)[C@@H](O)[C@H](O)C1)C(C)C	i
O=C(Nc1ccc(Br)c2cccnc12)c1ccccc1[N+](=O)[O-]	?
CCCN1CCC(Cc2noc([C@@H](N)Cc3ccccc3)n2)CC1	?
O=S(=O)(NCc1ccccc1)NCc1cccnc1	i
CCn1cc(C(=O)O)c(=O)c2cc(OC)ccc21	i
Cc1ccc(N2C(=O)C3C4CCC(C4)C3C2=O)cc1F (stereo unspecified)	?
COc1cccc(C(=O)NCC2CCCN(Cc3nc4ccccc4[nH]3)C2)c1OC (stereo unspecified)	?
O=C1C=CC(=NOC(=O)c2cccc([N+](=O)[O-])c2Br)C=C1	i
O=C(O)CCNC(=O)/C(=C/c1ccc2c(c1)OCO2)NC(=O)c1ccc(Br)cc1	i
CC(C)CCC1(C2CCNCC2)NC(=O)NC1=O (stereo unspecified)	?
Cc1ccc(S(=O)(=O)N2CCN(c3ccccc3F)CC2)cc1	i
Cc1c(Cl)cccc1NC(=O)c1cc2ccccc2oc1=O	?
COc1ccc(NS(=O)(=O)c2ccc3c(c2)CCN3C(=O)C2CC2)cc1Cl	i
Cc1cc(C)n(S(=O)(=O)c2ccc(Cl)c(Cl)c2)n1	i
CC1=C(C(=O)Nc2ccc(C)cc2C)C(c2ccccc2OC(F)F)n2nnnc2N1 (stereo unspecified)	i
CCN1CCN(C(c2cccs2)C(C)NC(=O)c2ccncc2)CC1 (stereo unspecified)	i
CN(C)c1ccc(N2C(=O)c3ccccc3NC2c2ccc3c(c2)OCO3)cc1 (stereo unspecified)	i
NC(=O)[C@@H]1CCCN1C(=O)c1cc2n(n1)CCCN(Cc1ccccc1)C2	?

Next section:
SMILES	ST2 inh
C=CCOc1ccc(S(=O)(=O)c2ccc(OCC=C)cc2)cc1	i
Oc1ccccc1CN1C[C@H](O)C[C@H]1c1nc(-c2ccccc2)no1	i
Nc1nonc1-c1noc(-c2cc([N+](=O)[O-])nn2Cc2ccccc2)n1	?
COc1ccc(N2C(=O)CCC2=O)cc1	i
COc1cc2c(C(=O)O)c(C)oc2cc1Br	i
CCOc1ccccc1NS(=O)(=O)c1ccc2[nH]c(=O)sc2c1	i
O=c1cc(Nc2ccccc2)c2ccccc2s1	i
Cn1c(C(=O)Nc2ccccc2C(N)=O)cc2c(=O)n3ccccc3nc21	?
COc1ccc(NC(=O)Cn2c(=O)n(-c3ccc(C)c(F)c3)c(=O)c3sccc32)cc1Cl	i
Cc1ccc(S(=O)(=O)N=C(CN2CCOCC2)N2CCCCC2)cc1	i
Cn1c(=O)c2c(nc(N3CCN(Cc4ccccc4)CC3)n2Cc2cccc(Cl)c2)n(C)c1=O	i
COCC(Nc1nc(-c2ccncc2)nc2c1CNC2)c1ccnn1C (stereo unspecified)	i
CCN(CC)C(CNC1CCN(C)CC1)c1ccco1 (stereo unspecified)	i
CN1C(=O)CC(C(=O)Nc2cccc(Cl)c2)SC1=Nc1cccc(F)c1 (stereo unspecified)	i
CCOC(=O)N1CCN(C(=O)c2ccc(N(Cc3ccccc3Cl)S(C)(=O)=O)cc2)CC1	i
Cc1cc2c(cc1C)C(c1ccccc1F)CC(=O)N2 (stereo unspecified)	i
CC(=O)N1c2c(cc(Br)cc2S(=O)(=O)Nc2cc(Cl)ccc2C)CC1C (stereo unspecified)	i
COCC(=O)Nc1cccc(-c2cccc3ccnn23)c1	i
COc1ccc(Cn2c(CNS(=O)(=O)Cc3ccccc3)nc3cccnc32)cc1	i
Fc1ccc(C(Nc2ccccn2)c2c[nH]c3ccccc23)cc1 (stereo unspecified)	i
Cc1nc2cc(N)ccc2s1	i
COc1ccc(-c2ccnc(N)c2)c(C)c1	?
CC(C)c1cc(C(=O)N2CCNCC2C(=O)N2CCOCC2)cs1 (stereo unspecified)	i
COc1ccc(NC(=O)c2nn3c(c2Cl)NC(c2ccco2)CC3C(F)(F)F)cc1OC (stereo unspecified)	i
CN(C(=O)CCC(=O)O)c1ccccc1C(=O)O	i

Gathered by group, those above containing a COOH group (five)
SMILES	ST2 inh
O=C(O)[C@@H]1CCCN1C(=O)CC12CC3CC(CC(C3)C1)C2	i
CCn1cc(C(=O)O)c(=O)c2cc(OC)ccc21	i
O=C(O)CCNC(=O)/C(=C/c1ccc2c(c1)OCO2)NC(=O)c1ccc(Br)cc1	i
COc1cc2c(C(=O)O)c(C)oc2cc1Br	i
CN(C(=O)CCC(=O)O)c1ccccc1C(=O)O	i

Going on with the list:
SMILES	ST2 inh
Cc1csc2ncc(C(=O)NCc3ccccc3)c(=O)n12	i
COc1ccc(OC)c(/C=C2/SC(N3CCCC3)=NC2=O)c1	?
COc1nc2c(c(=O)n(C)c(=O)n2C)n1Cc1ccc(Cl)cc1Cl	i
O[C@@H]1CN(c2ncnc3nc[nH]c23)CC[C@H]1N1CCOCC1	?
Cc1c(C(=O)NC2CCCc3ccccc32)oc2ccc(S(=O)(=O)N3CCCC3)cc12 (stereo unspecified)	i
Cc1cc(Cl)ccc1NS(=O)(=O)c1ccc([N+](=O)[O-])cc1	?
Cc1ccc(S(=O)(=O)N(CCC#N)C2CCCCC2)cc1	?
COc1ccc(C2=N/C(=C\C(C)=C\c3ccccc3)C(=O)O2)cc1[N+](=O)[O-]	?
CC(=O)NC1=NN(c2ccccc2)C(=O)C1	i
CC(N=C(NC#N)Nc1ccncc1)C(C)(C)C (stereo unspecified)	i
COc1ccc(CCNC(=O)C2CCN(C(=O)c3ccc(F)cc3)CC2)cc1OC	i
O=C(NC1CC1)C1CCN(S(=O)(=O)N2CCCC2)CC1	i
CC(C)CN1CC(C(=O)N(C)Cc2cc(-c3ccncc3)no2)CC1=O (stereo unspecified)	i
CN1CCN(C(=O)CSc2cc(=O)n(C)c3ccccc23)CC1	i
COc1ccc(OC)c(S(=O)(=O)N2CCN(c3cc(-c4cccc(C)c4)ncn3)CC2)c1	i
Cc1ccc(Nc2cc(C)nc(N3CCN(S(=O)(=O)c4ccc(C)c(C)c4)CC3)n2)cc1	?
CCC(=O)N1c2ccccc2-c2nnc(SC)nc2OC1c1ccc(C(=O)O)cc1 (stereo unspecified)	i
Cc1ccc(C(=O)N[C@H]2CO[C@H]3[C@@H]2OC[C@H]3OC(=O)Nc2ccccc2)cc1	?
Cc1c(CC(C)C)nc(N)c(C#N)c1-c1ccccc1	i
COC[C@H]1CCCN1[C@@H]1[C@H](O)[C@H](CO)O[C@@H]1CNC(=O)Nc1cccc(Cl)c1	i
C=CCNC(=O)c1noc2c1CC(C(C)(C)C)CC2 (stereo unspecified)	i
COc1ccc(-n2ccnc2-c2nccn2CCN(C)C)cc1	i
Clc1nccc2c1ccc1ccccc12	i
Cn1c(CSc2nc3ccccc3s2)nnc1SCC(=O)NCCN1CCOCC1	i
Clc1ccc(OCCN2CCOCC2)c(Br)c1	i

The results go on:
SMILES	ST2 inh
COc1ccc2cc3cc(C(=O)NCCCN(C)Cc4ccccc4)oc3nc2c1	i
O=C(NCc1ccccc1)NCC12CC3CC(CC(C3)C1)C2	i
CCN(CC)C(=O)Cn1cnc2sc(C(=O)Nc3ccc(C(C)C)cc3)c(C)c2c1=O	?
C=CCNC(=O)N[C@H]1[C@H](O)[C@@H](Oc2ccccc2)[C@@H]2OC[C@H]1O2	?
CCC(C)NC(=O)C1(C)CCC(=O)N1Cc1cccs1 (stereo unspecified)	?
CCc1cc(CN(C)Cc2ccc(C(C)=O)cc2)on1	?

Already shown: entries from further up.
SMILES	ST2 inh
O=C(NCc1ccccc1)NCC12CC3CC(CC(C3)C1)C2	i
CCN(CC)C(=O)Cn1cnc2sc(C(=O)Nc3ccc(C(C)C)cc3)c(C)c2c1=O	?
C=CCNC(=O)N[C@H]1[C@H](O)[C@@H](Oc2ccccc2)[C@@H]2OC[C@H]1O2	?

Laid out differently: entries from further up
SMILES,ST2 inh
CCN(CC)C(=O)Cn1cnc2sc(C(=O)Nc3ccc(C(C)C)cc3)c(C)c2c1=O,?
C=CCNC(=O)N[C@H]1[C@H](O)[C@@H](Oc2ccccc2)[C@@H]2OC[C@H]1O2,?
CCC(C)NC(=O)C1(C)CCC(=O)N1Cc1cccs1 (stereo unspecified),?
CCc1cc(CN(C)Cc2ccc(C(C)=O)cc2)on1,?

Not all compounds are listed; the hit share may differ from the screen's.
